# Screening results (PubChem)
# Vif-A3F inh = inhibitors of Vif-A3F interaction; HeLa A3F-eYFP + Vif (tagged APOBEC3F with the HIV-1 protein that degrades it), YFP fluorescence increase; Potency, µM (doses to about 46.1 µM), for the others: at the top dose activity, negative = active; 390,000 tested, 0.2% active; further: % of control where 0% means no effect; nearly all actives have a fitted effect of over 65% in size
#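 HeLa cells stably expressing A3F-eYFP plus Vif, plated and incubated overnight at 37 deg C, then exposed to compounds overnight at 37 deg C. Blocked degradation read as raised yellow fluorescence (Ex 488/Em 500-530).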
# TrxR1 inh = rat TrxR1 inhibition. AID 588453. Potency, µM (titrated, usually from 114 µM), inactives show top-dose activity change, negative = inhibition, usual class: inhibitors. 390,000 tested, 1% active. recombinant rTrxR1, NADPH fluorescence consumption, selenite substrate. O89049; further: on the % scale 0 is the no-effect control and ±100 the full control effect; nearly all actives have a fitted effect of over 65% in size
#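 Rat TrxR1 (90 nM in the dispensed reagent) was pre-reduced with 400 uM NADPH for 5 min at room temperature, then incubated with compound for 15 min. After 400 uM selenite was added, NADPH fluorescence (Ex 340/Em 450 nm) was followed for 8 min.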
# RGS4 inhibitor = blocks human RGS4-accelerated GTP hydrolysis | Potency, µM (titrated, usually from 114 µM), for inactives: at the highest dose activity change, negative = inhibition, hits mostly inhibitors | Transcreener GDP fluorescence polarization, RGS4-accelerated GTP hydrolysis | P49798 | 390,000 tested, 0.039% active | AID 504845; further: on the % scale 0 is the no-effect control and ±100 the full control effect; nearly all actives have a fitted effect of over 75% in size; some results filed as inactive show a strong effect at the top dose
# Target sequence (P49798 whole entry, looked up): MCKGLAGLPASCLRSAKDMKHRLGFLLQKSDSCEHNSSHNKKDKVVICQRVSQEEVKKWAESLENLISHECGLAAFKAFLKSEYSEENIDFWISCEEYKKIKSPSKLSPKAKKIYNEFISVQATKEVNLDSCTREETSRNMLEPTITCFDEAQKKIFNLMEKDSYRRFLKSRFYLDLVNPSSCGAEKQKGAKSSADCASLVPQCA
#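 MLSMR compounds (23 nl, pin-transferred) preincubated 10 min at room temperature with a 500nM (2x) first reagent, then RGS4 at 900nM (2x) plus Transcreener GDP mix added; fluorescence polarization (620/688 nm) read before and after 90 min at 30 °C.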
# TrxR1 substrate = substrates of rat thioredoxin reductase 1; O89049; Potency, µM (titrated, usually from 114 µM), without a hit: at the top dose activity change, negative = substrate turnover; purified TrxR1 substrate turnover, NADPH consumption readout; AID 588456; 390,000 tested, 0.01% active; further: on the % scale 0 is the no-effect control and ±100 the full control effect; nearly all actives have a fitted effect of over 50% in size
#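 Rat TrxR1, dispensed at 90 nM, was prereduced with 400 uM NADPH (final) for 5 min at ~22 deg C, then incubated with compound 15 min before 400 uM selenite. A first-read NADPH fluorescence drop versus no-compound background flagged substrates.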
# RXFP1 ag = RXFP1 (human) receptor agonism | Q9HBX9 | HEK293T-RXFP1 cAMP TR-FRET, 30 min; response scale: percent of porcine relaxin response, buffer zero | Potency, µM (doses to about 57.5 µM), for inactives: top-dose activation, usual class: activators | 370,000 tested, 0.3% active | AID 2676; further: on the % scale 0 is the no-effect control and ±100 the full control effect; nearly all actives have a fitted effect of over 60% in size; many of its hits are not listed in these tables
# Target sequence (Q9HBX9 whole entry, looked up): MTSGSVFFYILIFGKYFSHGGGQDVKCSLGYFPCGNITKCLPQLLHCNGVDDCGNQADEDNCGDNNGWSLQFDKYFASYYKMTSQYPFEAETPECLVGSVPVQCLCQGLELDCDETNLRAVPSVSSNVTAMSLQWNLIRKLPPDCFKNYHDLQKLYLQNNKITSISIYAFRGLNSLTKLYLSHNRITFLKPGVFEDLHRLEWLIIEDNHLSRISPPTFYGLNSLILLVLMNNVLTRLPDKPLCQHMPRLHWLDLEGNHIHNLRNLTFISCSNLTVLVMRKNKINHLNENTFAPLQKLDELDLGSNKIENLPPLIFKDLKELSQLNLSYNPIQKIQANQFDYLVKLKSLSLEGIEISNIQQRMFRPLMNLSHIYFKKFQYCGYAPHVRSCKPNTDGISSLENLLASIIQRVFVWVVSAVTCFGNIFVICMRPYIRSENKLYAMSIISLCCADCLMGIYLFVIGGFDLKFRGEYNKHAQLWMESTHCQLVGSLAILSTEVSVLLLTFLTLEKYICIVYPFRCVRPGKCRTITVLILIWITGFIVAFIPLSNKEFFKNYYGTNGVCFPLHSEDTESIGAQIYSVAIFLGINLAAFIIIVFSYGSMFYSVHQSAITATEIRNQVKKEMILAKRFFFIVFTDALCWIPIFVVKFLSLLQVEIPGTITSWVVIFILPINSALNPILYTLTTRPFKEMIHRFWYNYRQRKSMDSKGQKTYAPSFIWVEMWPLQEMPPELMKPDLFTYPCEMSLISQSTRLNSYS
#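 Agonist response is measured as cAMP accumulation in an RXFP1-transfected HEK293T line under PDE4 inhibition. Values are scaled between buffer-only and 29 nM porcine relaxin, and EC50s come from standard Hill equation fits.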
# Vif-A3G inh = blocks the Vif interaction with human APOBEC3G; Q9HC16; HeLa A3G-eYFP + Vif (tagged APOBEC3G with the HIV-1 protein that degrades it), YFP fluorescence, overnight; Potency, µM (series often up to 46.1 µM), for inactives: at the top dose activity, negative = active, usual class: inhibitors; 410,000 tested, 0.076% active; AID 602310;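 further: on the % scale 0 is the no-effect control and ±100 the full control effect; nearly all actives have a fitted effect of over 60% in size; hits raise eYFP signal because A3G escapes Vif-driven loss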
#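 Read-out is eYFP fluorescence (Ex 488/Em 500-530) from Vif-expressing HeLa A3G-eYFP cells; more signal means A3G escaped Vif-mediated degradation. Cells plated overnight, compound pinned in, incubated overnight at 37 deg C.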
# 12-LOX inh = inhibitors of human 12S-lipoxygenase ALOX12; P18054; purified 12hLO, xylenol orange hydroperoxide absorbance; Potency, µM (doses to about 108 µM), for the others: at the top dose activity change, negative = inhibition, actives largely listed as inhibitors; 580,000 tested, 1.1% active; AID 1671190; further: on the % scale 0 is the no-effect control and ±100 the full control effect
#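 Purified human 12hLO at 150 nM in 25 mM Hepes, 0.01% Triton X-100, pH 7.0, preincubated 15 min at room temperature with compound. Reaction started with 40 uM arachidonic acid, 30 min at room temperature. Hydroperoxide measured by Fe-xylenol orange, 573/405 nm absorbance ratio.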
# USP1 inh = inhibitors of human USP1/UAF1 deubiquitinase | O94782 | recombinant USP1/UAF1, Ub-Rhodamine cleavage fluorescence | 390,000 tested, 0.23% active | Potency, µM (titrated, usually from 57.1 µM), without a hit: top-dose activity change, negative = inhibition, most hits filed as inhibitors; further: on the % scale 0 is the no-effect control and ±100 the full control effect; nearly all actives have a fitted effect of over 60% in size; inactives centre near -12
#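 USP1/UAF1 complex (1 nM) preincubated 15 min at room temperature with compound, then Ub-Rho substrate (150 nM final) added. Kinetic fluorescence at 480/540 nm over 6 reads at 60 s intervals; 50 mM HEPES pH 7.8, 0.5 mM EDTA, 0.1 mg/ml BSA, 1 mM TCEP, 0.01% Tween-20.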
# IDH1 R132H inh = human IDH1 R132H inhibition | IDH1-R132H enzyme, NADPH consumption, diaphorase/resazurin fluorescence | Potency, µM (top dose mostly 76.6 µM), for the others: at the highest dose activity change, negative = inhibition, usual class: inhibitors | 390,000 tested, 0.093% active | AID 602179; further: on the % scale 0 is the no-effect control and ±100 the full control effect; nearly all actives have a fitted effect of over 65% in size
#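 IDH1-R132H (0.5 ug/mL dispensed) in pH 7.5 Tris buffer was preincubated 30 min with compound, then given a substrate mix of 0.016 mM NADPH and 2 mM alpha-KG for 80 min at room temperature; remaining NADPH was read by diaphorase/resazurin fluorescence.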
# Starred values were filed as active, the others as inactive; ? = inconclusive; nt = not tested or not shown; [ ] = another dose, or the depositor's remark. The call rests on the fitted dose curve; in most records, active means well fitted curve in the direction sought with a large enough effect; inconclusive means small, poorly fitted or top-dose-only effect, or another doubt; inactive means no such curve, though single readings can be large; an effect the other way counts as inactive or inconclusive. Potency means the concentration at half of the fitted maximal effect. This is a subset, so the mix of outcomes need not match the whole.
SMILES,Vif-A3F inh,TrxR1 inh,RGS4 inhibitor,TrxR1 substrate,RXFP1 ag,Vif-A3G inh,12-LOX inh,USP1 inh,IDH1 R132H inh
COc1cccc(CN2CCNC(=O)C2CC(=O)NC2Cc3ccccc3C2)c1 (stereo not given),1%,-14%,18%,-3%,1.3%,1%,-6%,-13%,4%
Cc1ccccc1Nc1nc(N)c(C(=O)c2ccccc2Cl)s1,nt,-7%[57.1 µM],-4%,-11%[57.1 µM],0.7%,nt,-22%,-24%,nt
CCOC(=O)NN1C(=O)c2ccccc2NC1c1ccccc1 (stereo not given),-20%,?,?,117%[activator],-1.1%,1%,-4%,-12%,-2%
CCOc1cc(C(=O)NCC(c2ccc(N(C)C)cc2)N2CCOCC2)cc(OCC)c1OCC (stereo not given),1%,6%[57.1 µM],9%,2%[57.1 µM],1.5%,6%,-2%,-20%,-8%
CC(Oc1ccccc1Cl)C(=O)Nc1ccc(S(=O)(=O)Nc2nccs2)cc1 (stereo not given),-5%,2%[57.1 µM],7%,2%[57.1 µM],-2.1%,-1%,-6%,-7%,-21%
CNC(=S)NNC(=O)c1cccn(Cc2cccc(C(F)(F)F)c2)c1=O,-27%,8%[57.1 µM],-28%,11%[57.1 µM],-3.0%,1%,0%,-17%,3%
COc1ccc(N2CCn3c2nc2c3c(=O)n(CCCc3ccccc3)c(=O)n2C)c(OC)c1,-8%,-1%,21%,-6%,1.1%,2%,-36%,-6%,-3%
CN(C)c1ccc(CNC2C3CC4CC(C3)CC2C4)cc1 (stereo not given),-9%,20%,19%,-3%,-1.6%,2%,-14%,1%,16%
CCCCn1nc2cc(C(=O)NC3CCCc4ccccc43)ccc2c1OCC (stereo not given),-9%,7%,-13%,44%[activator],6.1%,3%,-11%,?,-9%
CC1(C)CC(=O)C2=C(C1)N=C1SCCC(=O)N1C2c1ccccc1 (stereo not given),-2%,-12%,21%,-4%,0.6%,1%,7%,-3%,5%
CCOc1cc(C(=O)Nc2ccc(-c3nnc4n3CCCCC4)cc2)cc(OCC)c1OCC,4%,9%,?,-7%,0.3%,-6%,?,-23%,-7%
CCc1ccc(-c2nc(SCC(=O)NCC3CCCO3)c(-c3ccc(F)cc3)[nH]2)cc1 (stereo not given),1%,7%,-10%,-5%,0.9%,-3%,-25%,-12%,12%
O=C(O)c1ccc(S(=O)(=O)c2ccc3c(c2)C(=O)N(NC(=O)c2ccncc2)C3=O)cc1,4%,9%,-7%,2%,3.1%,0%,1%,-13%,-15%
COc1ccc(NC(=O)CS(=O)(=O)c2cn(CC(=O)N3CCCC3)c3ccccc23)c(OC)c1,-1%,11%,-6%,5%,0.7%,-1%,0%,-6%,4%
O=C(Nc1cccc(Cl)c1)c1nc[nH]c1C(=O)NCCCCNC(=O)c1[nH]cnc1C(=O)Nc1cccc(Cl)c1,-7%,-18%,6%,-7%,nt,-2%,19%,-10%,21%

# 7 entries drawn at random from those above:
SMILES,Vif-A3F inh,TrxR1 inh,RGS4 inhibitor,TrxR1 substrate,RXFP1 ag,Vif-A3G inh,12-LOX inh,USP1 inh,IDH1 R132H inh
COc1cccc(CN2CCNC(=O)C2CC(=O)NC2Cc3ccccc3C2)c1 (stereo not given),1%,-14%,18%,-3%,1.3%,1%,-6%,-13%,4%
CC1(C)CC(=O)C2=C(C1)N=C1SCCC(=O)N1C2c1ccccc1 (stereo not given),-2%,-12%,21%,-4%,0.6%,1%,7%,-3%,5%
CCOC(=O)NN1C(=O)c2ccccc2NC1c1ccccc1 (stereo not given),-20%,?,?,117%[activator],-1.1%,1%,-4%,-12%,-2%
CCc1ccc(-c2nc(SCC(=O)NCC3CCCO3)c(-c3ccc(F)cc3)[nH]2)cc1 (stereo not given),1%,7%,-10%,-5%,0.9%,-3%,-25%,-12%,12%
CCOc1cc(C(=O)NCC(c2ccc(N(C)C)cc2)N2CCOCC2)cc(OCC)c1OCC (stereo not given),1%,6%[57.1 µM],9%,2%[57.1 µM],1.5%,6%,-2%,-20%,-8%
O=C(Nc1cccc(Cl)c1)c1nc[nH]c1C(=O)NCCCCNC(=O)c1[nH]cnc1C(=O)Nc1cccc(Cl)c1,-7%,-18%,6%,-7%,nt,-2%,19%,-10%,21%
CCCCn1nc2cc(C(=O)NC3CCCc4ccccc43)ccc2c1OCC (stereo not given),-9%,7%,-13%,44%[activator],6.1%,3%,-11%,?,-9%

# Compound profiles, from the list above. Order of screens: Vif-A3F inh, TrxR1 inh, RGS4 inhibitor, TrxR1 substrate, RXFP1 ag, Vif-A3G inh, 12-LOX inh, USP1 inh, IDH1 R132H inh
# Listed for COc1ccc(N2CCn3c2nc2c3c(=O)n(CCCc3ccccc3)c(=O)n2C)c(OC)c1 = -8%, -1%, 21%, -6%, 1.1%, 2%, -36%, -6%, -3%
# Listed for CCOc1cc(C(=O)NCC(c2ccc(N(C)C)cc2)N2CCOCC2)cc(OCC)c1OCC (stereo not given) = 1%, 6%[57.1 µM], 9%, 2%[57.1 µM], 1.5%, 6%, -2%, -20%, -8%
# Listed for CCc1ccc(-c2nc(SCC(=O)NCC3CCCO3)c(-c3ccc(F)cc3)[nH]2)cc1 (stereo not given) = 1%, 7%, -10%, -5%, 0.9%, -3%, -25%, -12%, 12%

# The listing continues.
SMILES,Vif-A3F inh,TrxR1 inh,RGS4 inhibitor,TrxR1 substrate,RXFP1 ag,Vif-A3G inh,12-LOX inh,USP1 inh,IDH1 R132H inh
CCOC(=O)C1=C(CN2CCSCC2)NC(=O)NC1c1cc(C)ccc1C (stereo not given),-8%,0%,-14%,-9%,0.7%,2%,-26%,?,0%
CC(=O)Nc1ccc(NC=C(C#N)C#N)cc1,-13%,2%,22%,-12%,-0.4%,2%,-4%,0%,0%
CCCN1C(=O)/C(=N\OCC(=O)Nc2ccc(C(C)C)cc2)c2ccccc21,0%,-11%,13%,-19%,5.1%,-1%,-17%,-7%,5%
CCOc1ccc(NC(=O)CSc2oc(-c3ccco3)nc2S(=O)(=O)c2ccccc2)cc1,1%,10%,-3%,-6%,-0.9%,-4%,-25%,-25%,2%
COc1cccc(N2CCN(C(=O)c3c4c(nc5ccccc35)C(=O)N(C3CCCCC3)C4)CC2)c1,3%,4%[57.1 µM],-2%,-5%[57.1 µM],-2.3%,-2%,-13%,-15%,13%
COc1ccc(CCNC(=O)c2c(C)nn(-c3ccc(F)cc3)c2-n2cccc2)cc1OC,-1%,10%,-10%,-4%,-0.3%,?,-18%,-33%,-3%
O=C(COC(=O)Cc1c(Cl)cccc1Cl)Nc1ccc2[nH]c(=O)[nH]c2c1,1%,6%[57.1 µM],9%,6%[57.1 µM],5.0%,-1%,?,-11%,5%
Cc1cc(C(=O)NC2CCCCC2)c(C)o1,-29%,11%,-11%,4%,0.4%,-1%,-11%,-12%,-2%
CN(C(=O)Nc1ccc(Cl)c(Cl)c1)c1ccccc1C(=O)O,4%,11%[57.1 µM],6%,50%[activator][57.1 µM],5.4%,4%,-1%,-8%,1%
COc1ccc(C(CNC(=O)c2oc3c(Cl)cccc3c2C)N2CCCC2)cc1 (stereo not given),-7%,8%,-10%,7%,0.9%,0%,-7%,-4%,3%
COc1ccc2c(CNCc3cccs3)c(C(=O)O)n(Cc3ccc(F)cc3)c2c1,2%,8%,-9%,7%,0.6%,-7%,0%,-24%,1%
Cc1nc(NC(=O)COC(=O)c2cc3c(s2)CCC(C)C3)c(Cl)cc1Cl (stereo not given),8%,8%,6%,2%,2.1%,-3%,3%,-23%,-4%
Cc1ccc(Cl)cc1Nc1nn2c(=O)c3ccc(C(=O)NC(C)c4ccccc4)cc3nc2s1 (stereo not given),-1%,8%,-7%,9%,0.5%,?,-4%,-12%,-3%
CCOc1ccccc1N1CCN(CC(O)COCc2cccs2)CC1 (stereo not given),-10%,27%,-3%,12%,-1.1%,13%,1%,-22%,0%
CCOC(=O)c1ccc(S(=O)(=O)Nc2ccc3cn[nH]c3c2)cc1,5%,-3%,-41%,-10%,2.6%,-5%,?,-18%,-3%
CCOc1cccc(/C=C(\C#N)C(=O)NC2CC2)c1,6%,-7%,-2%,7%,nt,-6%,129%[activator],-15%,5%
COc1cccc(-n2c(SCC(=O)N3CCc4ccccc43)nc3c([nH]c4ccccc43)c2=O)c1,-1%,19%[57.1 µM],17%,5%[57.1 µM],4.3%,-4%,?,-26%,20%
CCCCNC(=O)c1nn(-c2ccc(CC)cc2)nc1CO,3%,22%,11%,20%,0.3%,-4%,-12%,-17%,-6%
